Screening results deposited in PubChem by National Center for Advancing Translational Sciences (NCATS).
4-MU autofl – 4-MU region autofluorescence; compound autofluorescence, 340/450 nm, 4-MU equivalents; stronger effect = higher value; max dye-equivalent concentration, M; 59,000 compounds, 11% hits; AID 589; in the data active means max dye-equivalent concentration above about 10 nM; inconclusive means mostly about 1.1 nM to 9.6 nM
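Intrinsic fluorescence at 340/450 nm (ex/em) was read after 15 min at room temperature in pH 8.0, 100 mM Tris. Each compound concentration expressed as 4-MU-equivalent concentration from a six-point 4-MU standard series on each plate.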
CRE-bla Fsk – alters forskolin-stimulated CRE reporter signaling in CHO cells; CHO CRE-bla reporter (cAMP response element driving beta-lactamase), forskolin EC10, beta-lactamase ratio; Potency, µM (doses to about 38.2 µM), for inactives: top-dose activity change, negative = inhibition, hits mostly activators; 71,000 compounds, 2.5% hits; AID 662; active means well fitted activation curve with a large enough effect in the signal ratio, with a control signal flat, not every such curve was filed as active; inconclusive means small, poorly fitted or top-dose-only effect, or effect the other way, or a change in a side signal; the % refers to the signal ratio; further: potency means the concentration at half of the fitted maximal effect; % of control where 0% means no effect
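AC50 values, positive or negative, reflect shifts in EC10 NKH 477-induced CRE-bla reporter activity in CHO cells. Incubation lasted 3 h at 37 °C before CCF4 substrate (2 h, room temperature) and ratiometric 460/530 nm reading.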
Ub-GFP proteasome – inhibits proteasome, raising ubiquitin-GFP reporter fluorescence; Ubiquitin-GFP reporter cells, proteasome inhibition, GFP fluorescence; response scale: untreated = 0%, 10 µM MG-132 = 100%; Potency, µM (highest dose often 45.9 µM), without a hit: at the top dose activation (GFP accumulation), usual class: activators; 67,000 tested, under 10 active; active means well fitted activation curve with a large enough effect, not every such curve was filed as active; inconclusive means small, poorly fitted or top-dose-only effect, or another doubt; inactive means no such curve, though single readings can be large or run the other way; further: potency means the concentration at half of the fitted maximal effect
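U2OS Ub(G76V)-GFP reporter; O/N plating, 0.5% FBS; cpd 46 uM–2.9 nM, 4 h, 37 °C; GFP+ cell count, 488/515 nm; norm. to basal vs 10 uM MG-132; CRC fit.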
Hsp90 Hop PPI – changes Hsp90-Hop TPR2A binding signal, up or down; 71,000 compounds, 0.44% hits; Potency, µM (series often up to 57 µM), for inactives: top-dose activity change, negative = inhibition; AID 595; AlphaScreen TPR2A-His6 binding biotin-Hsp90 C-terminal peptide; active means well fitted curve in either direction with a large enough effect; inconclusive means small, poorly fitted or top-dose-only effect, or another doubt; further: potency means the concentration at half of the fitted maximal effect; on the % scale 0 is the no-effect control and ±100 the full control effect; many of its hits are not listed in these tables
HBB splice mod – alters splicing of the hemoglobin beta chain; HBB splicing reporter cell assay, activation; EGFP reporter with mutant IVS2-654 intron; response scale: normalised to 500 nM splice-correcting PNA; Potency, µM (doses to about 46.1 µM), for the others: top-dose activation, usual class: activators; 65,000 compounds, 0.06% hits; AID 925; further: potency means the concentration at half of the fitted maximal effect; 0% is about no effect
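Compounds were applied for 2 days to HeLa EGFP-654 cells, 500/well in Optimem with 2% FCS. The reporter's EGFP is disrupted by mis-splicing of beta-globin intron IVS2-654. Readout: summed well GFP fluorescence from 488 nm laser scanning; reference was 500 nM antisense […] 654 PNA.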
Pol III holo inh – inhibitors of bacterial DNA polymerase III holoenzyme; reconstituted DNA polymerase III holoenzyme replication, biochemical; Potency, µM (titrated, usually from 57.1 µM), for inactives: at the top dose activity change, negative = inhibition; 71,000 compounds, 0.25% hits; AID 603; further: potency means the concentration at half of the fitted maximal effect; on the % scale 0 is the no-effect control and ±100 the full control effect
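Reconstituted *E. coli* holoenzyme (0.35 nM Pol III, 1 nM beta, 154 nM SSB, 2 nM primase) was preincubated with compound for 15 min at RT. Synthesis on 1.4 nM ssM13Gori ran 35 min, then was stopped with PicoGreen/EDTA and read as dsDNA fluorescence.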
A350 fluor – compounds fluorescent in Alexa 350 spectral region | 59,000 compounds, 11% hits | max dye-equivalent concentration, M | Compound autofluorescence, 340/450 nm, Alexa 350 dye-equivalents; stronger effect = higher value; in the data active means max dye-equivalent concentration above about 10 nM; inconclusive means mostly about 1.1 nM to 9.6 nM
Epigenetic mod – epigenetic GFP locus derepression in mouse cells; mouse C127i GFP locus derepression, cytometry, 30 h; Potency, µM (highest dose often 46.1 µM), without a hit: at the highest dose GFP derepression (activation); 68,000 compounds, 0.09% hits; AID 597; further: % of control where 0% means no effect
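Read-out is the number of GFP-positive cells, scored as fluorescent objects 20 to 120 um wide, reflecting derepression of a silenced CMV-GFP reporter in murine C127i cells after 30 h compound exposure at 37 C.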
ALOX15 inhib – inhibitors of human 15-lipoxygenase (ALOX15); P16050; purified 15hLO-1, xylenol orange hydroperoxide absorbance; Potency, µM (top dose mostly 57.1 µM), for inactives: at the top dose activity change, negative = inhibition, usual class: inhibitors; 74,000 compounds, 1.4% hits; AID 887; further: potency means the concentration at half of the fitted maximal effect; on the % scale 0 is the no-effect control and ±100 the full control effect; nearly all actives have a fitted effect of over 55% in size
Target sequence (P16050 whole entry, looked up): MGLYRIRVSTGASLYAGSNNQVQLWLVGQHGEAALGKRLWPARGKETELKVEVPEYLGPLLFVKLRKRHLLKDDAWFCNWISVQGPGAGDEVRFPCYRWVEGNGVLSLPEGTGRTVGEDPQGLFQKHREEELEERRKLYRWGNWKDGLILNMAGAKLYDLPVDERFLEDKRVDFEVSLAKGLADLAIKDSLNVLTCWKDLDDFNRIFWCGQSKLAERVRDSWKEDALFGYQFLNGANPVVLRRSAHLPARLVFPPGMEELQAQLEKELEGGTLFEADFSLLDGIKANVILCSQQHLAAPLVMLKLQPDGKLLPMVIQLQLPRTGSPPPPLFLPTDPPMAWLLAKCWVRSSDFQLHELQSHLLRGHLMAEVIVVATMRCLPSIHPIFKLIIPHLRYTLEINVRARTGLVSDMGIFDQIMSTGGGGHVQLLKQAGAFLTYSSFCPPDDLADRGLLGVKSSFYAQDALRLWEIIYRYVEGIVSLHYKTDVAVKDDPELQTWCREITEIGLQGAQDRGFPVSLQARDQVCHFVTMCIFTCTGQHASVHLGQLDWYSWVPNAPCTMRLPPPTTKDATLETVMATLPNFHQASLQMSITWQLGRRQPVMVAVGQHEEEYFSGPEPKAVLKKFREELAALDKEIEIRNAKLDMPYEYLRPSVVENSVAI
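Purified human 15hLO-1 (40 nM final) in 25 mM Hepes pH 7.5, 0.01% Triton X-100 was preincubated with compound 15 min at room temperature, then reacted 6 min with 50 uM arachidonic acid; hydroperoxide detected by Fe-XO, 573/405 nm absorbance ratio.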
BRCT PPI red – BRCT-phosphoprotein interaction inhibition (red fluorophore) | P38398 | BRCT-phosphopeptide binding, red fluorescence polarization | Potency, µM (titrated, usually from 76.9 µM), for inactives: top-dose activity change, negative = inhibition, actives largely listed as inhibitors | 75,000 compounds, 0.03% hits | AID 892; further: on the % scale 0 is the no-effect control and ±100 the full control effect
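Rhodamine-labelled pBACH1 10-mer (100 nM) bound to BRCT domain (100 nM) at pH 7.3; compounds incubated 12 min room temperature, polarization read. Free peptide defines full inhibition; unlabelled decapeptide titrated as control.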
BRCT PPI green – inhibitors of human BRCA1 BRCT-phosphoprotein interaction (green fluorophore); P38398; BRCA1 BRCT-phosphopeptide binding, green fluorescence polarization; Potency, µM (titrated, usually from 76.9 µM), for the others: at the highest dose activity change, negative = inhibition, usual class: inhibitors; 75,000 compounds, 0.05% hits;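 further: potency means the concentration at half of the fitted maximal effect; plate controls were peptide without protein for full effect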
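Compounds were incubated for 12 min at room temperature with a complex of 100 nM fluorescein-tagged pBACH1 decapeptide and 250 nM His-tagged BRCT protein. Buffer was phosphate pH 7.3 with EDTA, DTT and Tween 20. Disruption of binding lowers the polarization signal.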
Starred values were filed as active, the others as inactive; [ ] = remark or other dose. Unless noted, the call rests on the fitted dose curve; in most records, active means well fitted curve in the direction sought with a large enough effect; inconclusive means small, poorly fitted or top-dose-only effect, or another doubt; inactive means no such curve, though single readings can be large; an effect the other way counts as inactive or inconclusive.

Screening COC(=O)c1ccc2c(c1)N(Cc1cc(C)ccc1C)C(=O)c1ccccc1S2=O (configuration not stated) returned CRE-bla Fsk 8%, Ub-GFP proteasome 0%, Hsp90 Hop PPI -3%[2.3 µM], HBB splice mod -0.3%, Pol III holo inh -4%, ALOX15 inhib 1%, BRCT PPI red -2.4% and BRCT PPI green -3.9%.
For Cc1cccc(-n2c(CCN3C(=O)c4ccccc4C3=O)nc3ccccc3c2=O)n1 the results were 4-MU autofl inconclusive, CRE-bla Fsk inconclusive, Ub-GFP proteasome 15%, Hsp90 Hop PPI -4%, HBB splice mod -0.1%, Pol III holo inh -3%, A350 fluor inconclusive, Epigenetic mod -3%, ALOX15 inhib 4%, BRCT PPI red 0.7% and BRCT PPI green 0.0%.
For CN(C)c1ccc(-c2nnn(Cc3ccccc3Br)n2)cc1 the results were 4-MU autofl inactive, CRE-bla Fsk 7%, Ub-GFP proteasome -2%, Hsp90 Hop PPI 11%, Pol III holo inh -2%, A350 fluor inactive, Epigenetic mod 5%, ALOX15 inhib -7%, BRCT PPI red 0.8% and BRCT PPI green 0.4%.
Cn1c(=O)[nH]c(=O)c2c1nc(CN1CCN(c3ccc(F)cc3)CC1)n2CCN1CCOCC1 was read as 4-MU autofl inactive, CRE-bla Fsk 12%, Ub-GFP proteasome -6%, Hsp90 Hop PPI 1%, HBB splice mod 1.4%, Pol III holo inh -5%, A350 fluor inactive, Epigenetic mod -3%, ALOX15 inhib -1%, BRCT PPI red 1.9% and BRCT PPI green -1.5%.
COC(=O)CSc1nnc([C@H](CC(C)C)NC(=O)OC(C)(C)C)o1 was read as 4-MU autofl inactive, CRE-bla Fsk -9%, Ub-GFP proteasome -3%, Hsp90 Hop PPI -2%, HBB splice mod 0.5%[57.5 µM], Pol III holo inh -5%, A350 fluor inactive, Epigenetic mod -2%, ALOX15 inhib 3%, BRCT PPI red 0.5% and BRCT PPI green -1.8%.
For Nc1ccc2c(C(F)(F)F)cc(=O)oc2c1 the results were 4-MU autofl 1.7e-06M*, CRE-bla Fsk inconclusive, Ub-GFP proteasome 29%, Hsp90 Hop PPI 14%, HBB splice mod 2.8%[1.84 µM], Pol III holo inh 1%, A350 fluor 1.5e-06M*, Epigenetic mod 2%, ALOX15 inhib 3%, BRCT PPI red -1.1% and BRCT PPI green -2.1%.
`O=C(CCc1ccc(S(=O)(=O)N2CCCCC2)cc1)c1nnc(-c2ccccc2)o1` gave 4-MU autofl inactive, CRE-bla Fsk inconclusive, Ub-GFP proteasome -5%, Hsp90 Hop PPI 6%, HBB splice mod 0.6%, Pol III holo inh -5%, A350 fluor inactive, Epigenetic mod 0%, ALOX15 inhib -15%, BRCT PPI red -1.0% and BRCT PPI green 3.4%.
Screening CC(C)c1nc2sc3c(SCC(=O)NCc4ccco4)ncnc3c2c2c1CCC2 returned 4-MU autofl inconclusive, CRE-bla Fsk inconclusive, Ub-GFP proteasome 3%, Hsp90 Hop PPI -7%, HBB splice mod -1.6%, Pol III holo inh -4%, A350 fluor inconclusive, Epigenetic mod 0%, ALOX15 inhib -8%, BRCT PPI red -0.4% and BRCT PPI green -2.2%.
`Cc1cc(NC(=O)Cn2nc(-c3ccccc3F)ccc2=O)ccc1-n1cnnn1` gave 4-MU autofl inactive, CRE-bla Fsk -14%, Ub-GFP proteasome 0%, Hsp90 Hop PPI -2%, HBB splice mod 1.9%[57.5 µM], Pol III holo inh -5%, A350 fluor inactive, Epigenetic mod 4%, ALOX15 inhib -5%, BRCT PPI red -1.0% and BRCT PPI green 0.4%.
COC(=O)CCCCC(=O)OC was read as CRE-bla Fsk -16%, Hsp90 Hop PPI -3%, HBB splice mod 1.7%, Pol III holo inh 1%, ALOX15 inhib 1%, BRCT PPI red -1.8% and BRCT PPI green -1.3%.
`CC1(C)Cc2c(sc3c2c(=N)n(Cc2ccco2)c(=O)n3Cc2ccc(F)cc2)CO1` gave 4-MU autofl inactive, CRE-bla Fsk 4µM*, Ub-GFP proteasome -7%, Hsp90 Hop PPI -5%, HBB splice mod -0.8%, Pol III holo inh 6%, A350 fluor inactive, Epigenetic mod -1%, ALOX15 inhib -12%, BRCT PPI red -0.3% and BRCT PPI green 0.8%.
For CC(=O)N1CCC(N(CCN2CCOCC2)C(=O)Nc2ccc(Cl)c(Cl)c2)CC1 the results were CRE-bla Fsk -5%, Ub-GFP proteasome 3%, Hsp90 Hop PPI 0%, HBB splice mod 0.7%, Pol III holo inh 3%, Epigenetic mod 6%, ALOX15 inhib 5%, BRCT PPI red -0.6% and BRCT PPI green -0.6%.
For CCOc1ccc(CCNC(=O)c2oc3c(c2C)-c2[nH]ncc2CC3)cc1OCC the results were CRE-bla Fsk 2.5µM*, Ub-GFP proteasome 6%, Hsp90 Hop PPI -4%[2.3 µM], HBB splice mod -1.8%, Pol III holo inh 1%, ALOX15 inhib -3%, BRCT PPI red -0.3% and BRCT PPI green -2.9%.
Screening O=C(Nc1ccc2c(c1)oc1ccccc12)c1ccc(Br)o1 returned CRE-bla Fsk -5%, Ub-GFP proteasome 10%, Hsp90 Hop PPI -7%, HBB splice mod -2.0%, Pol III holo inh -1%, Epigenetic mod -2%, ALOX15 inhib -17%, BRCT PPI red -1.4% and BRCT PPI green 0.5%.
CCOC(=O)N1CCN(Cc2nc3c(c(=O)n(C)c(=O)n3C)n2Cc2ccccc2)CC1 was read as CRE-bla Fsk -4%, Ub-GFP proteasome -6%, Hsp90 Hop PPI -1%, HBB splice mod -0.6%, Pol III holo inh 0%, ALOX15 inhib inconclusive, BRCT PPI red -1.3% and BRCT PPI green -1.5%.
For O=C(Nc1ccccc1)N1CCCN(Cc2ccccc2F)C1 the results were 4-MU autofl inactive, CRE-bla Fsk -25%, Ub-GFP proteasome 1%, Hsp90 Hop PPI 1%, HBB splice mod -1.0%, Pol III holo inh -1%, A350 fluor inactive, Epigenetic mod -4%, ALOX15 inhib -10%, BRCT PPI red -0.2% and BRCT PPI green 0.1%.
For Cc1ccc(-c2c(C#N)c(N)nc3c2CCCCCC3)o1 the results were CRE-bla Fsk inconclusive, Ub-GFP proteasome 12%, Hsp90 Hop PPI inconclusive, HBB splice mod -0.5%[9.22 µM], Pol III holo inh -3%, Epigenetic mod 0%, ALOX15 inhib -15%, BRCT PPI red 0.5% and BRCT PPI green -3.2%.
For O=C(CCSc1nc2cc(Cl)ccc2o1)N1CCOCC1 the results were 4-MU autofl inactive, CRE-bla Fsk 4%, Ub-GFP proteasome 1%, Hsp90 Hop PPI -1%, Pol III holo inh -5%, A350 fluor inactive, Epigenetic mod 0%, ALOX15 inhib -2%, BRCT PPI red -1.2% and BRCT PPI green 2.4%.
`COc1ccc2nc3oc(C(=O)N4CCN(c5cccc(C(F)(F)F)c5)CC4)cc3cc2c1` gave 4-MU autofl inconclusive, CRE-bla Fsk -10%, Ub-GFP proteasome -10%, Hsp90 Hop PPI -5%, HBB splice mod -0.2%, Pol III holo inh -4%, A350 fluor inconclusive, Epigenetic mod -4%, ALOX15 inhib -12%, BRCT PPI red -3.7% and BRCT PPI green -1.2%.
Screening O=c1n(Cc2ccc(Cl)cc2)c2sc3c(c2c2ncnn12)CCCC3 returned 4-MU autofl inactive, CRE-bla Fsk inconclusive, Ub-GFP proteasome 1%, Hsp90 Hop PPI -3%, HBB splice mod -0.5%, Pol III holo inh -3%, A350 fluor inactive, Epigenetic mod 0%, ALOX15 inhib inconclusive, BRCT PPI red -0.4% and BRCT PPI green 7.1%.
CCC(c1nnnn1Cc1ccc(F)cc1)N1CCN(C2CCCCC2)CC1 (configuration not stated) was read as 4-MU autofl inactive, CRE-bla Fsk -2%, Ub-GFP proteasome -1%, Hsp90 Hop PPI -2%, Pol III holo inh -2%, A350 fluor inconclusive, Epigenetic mod 4%, ALOX15 inhib 7%, BRCT PPI red -2.2% and BRCT PPI green -2.1%.
For Cc1ccc(C)n1-n1cnc2scc(-c3cccs3)c2c1=O the results were 4-MU autofl inactive, CRE-bla Fsk inconclusive, Ub-GFP proteasome -1%, Hsp90 Hop PPI -5%, HBB splice mod -5.9%, Pol III holo inh -5%, A350 fluor inactive, Epigenetic mod -2%, ALOX15 inhib -24%, BRCT PPI red 1.7% and BRCT PPI green 0.4%.
Screening Cc1cc(C)c2nc3c(c(C(=O)O)c2c1)CCC3 returned 4-MU autofl inconclusive, CRE-bla Fsk -4%, Ub-GFP proteasome -4%, Hsp90 Hop PPI 2%, HBB splice mod -0.3%[57.5 µM], Pol III holo inh -6%, A350 fluor inconclusive, Epigenetic mod 3%, ALOX15 inhib 12%, BRCT PPI red 1.2% and BRCT PPI green -0.2%.
